D1 ag: Allosteric Agonists of the Human D1 Dopamine Receptor: qHTS. D(1A) dopamine receptor (Homo sapiens), P21728. HEK293 T-REx D1 cells, calcium flux, agonist mode. activation, % at 2 µM. 1% of 360,000 active. AID 504660, 2011; also: 0% is about no effect
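Tetracycline-induced HEK293 TREx D1 cells, force-coupled to calcium signalling, were dye-loaded with a no-wash calcium kit. Compound was pin-added after a 10 s baseline. Fluorescence was read kinetically at 1 cycle/s for 180 s, with calcium rises flagged as agonism.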
D2 ag: HTS Assay for Allosteric Agonists of the Human D2 Dopamine Receptor: Primary Screen for Agonists; D(2) dopamine receptor (Homo sapiens), P14416; HEK293 T-REx D2 cells, calcium flux agonist mode; activation, % at 2 µM; 0.53% of 340,000 active;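 active = activation over 3 SD above normal in the single-dose calcium agonist read, cut at about 30% in these data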; also: 0% is about no effect
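Tetracycline-induced HEK293 Trex cells with D2 receptor force-coupled to calcium signaling, plated overnight at 30 C and loaded with no-wash calcium dye. Calcium flux read kinetically for 180 s after compound addition; responses flag agonists.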
D1 antag: Antagonist of Human D 1 Dopamine Receptor: qHTS; 3.2% of 360,000 active; activity change, negative = inhibition, % at 10 µM; AID 504652, 2011; HEK293 TREx D1 cells, calcium flux, dopamine EC80; active compounds read low; D(1A) dopamine receptor (Homo sapiens), P21728; in the data active = activity change below about -30%; also: % is scaled to controls: 0 for no effect and ±100 for the full control effect
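Cells carrying a force-coupled, tetracycline-inducible human D1 receptor report calcium flux. Each well gets a 10 s baseline, compound with 180 s monitoring, then an EC80 dopamine stimulus with a second 180 s kinetic read.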
D2 PAM: HTS Assay for Positive Allosteric Modulators of the Human D2 Dopamine Receptor: Primary Screen for Potentiators; 0.34% of 340,000 active; potentiation, % at 10 µM; D(2) dopamine receptor (Homo sapiens), P14416; HEK293 T-REx D2, calcium flux, EC20 dopamine potentiation;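 active = potentiation over 3 SD above the plate norm, cut at about 30% in these data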; also: 0% is about no effect
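Tetracycline-induced Hek293 Trex D2 cells, force-coupled to calcium, loaded with no-wash calcium dye. Compound added with 180 s kinetic read for agonism, then EC20 dopamine and a further 180 s read for potentiation.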
D1 PAM: Potentiators of Human D1 Dopamine Receptor: qHTS. potentiation, % at 10 µM. AID 504651, 2011. HEK293 TREx D1 cells, calcium flux, dopamine EC20 potentiation. D(1A) dopamine receptor (Homo sapiens), P21728. 0.036% of 360,000 active; in the data active = potentiation above about 30%; also: 0% is about no effect
TRHR agonist: qHTS for Small Molecule Agonists and Allosteric Enhancers of Human TRH Receptor: Primary Screen for Agonists; TRHR cells, calcium flux fluo-8, FDSS agonist mode; activation, % at 2 µM; 0.18% of 360,000 active; AID 493084, 2011; also: 0% is about no effect
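Read-out: compound-evoked intracellular calcium rise in TRHR cells, fluo-8 dye, kinetic FDSS fluorescence at 1 s/cycle following a 10-cycle baseline. Cells cultured overnight before dye loading (30 min–1.5 h, RT).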
RXFP1 antagonist: qHTS Assay for Antagonists of the Relaxin Receptor RXFP1; Relaxin receptor 1 (Homo sapiens), Q9HBX9; HEK293-RXFP1, relaxin-stimulated cAMP HTRF, 30 min; active compounds read low; activity change, negative = inhibition, % at 57.5 µM; 0.59% of 350,000 active;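 active = activity change of -60% or lower, but not beyond a set lower limit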; also: % is scaled to controls: 0 for no effect and ±100 for the full control effect
Target sequence (Q9HBX9 whole entry, looked up): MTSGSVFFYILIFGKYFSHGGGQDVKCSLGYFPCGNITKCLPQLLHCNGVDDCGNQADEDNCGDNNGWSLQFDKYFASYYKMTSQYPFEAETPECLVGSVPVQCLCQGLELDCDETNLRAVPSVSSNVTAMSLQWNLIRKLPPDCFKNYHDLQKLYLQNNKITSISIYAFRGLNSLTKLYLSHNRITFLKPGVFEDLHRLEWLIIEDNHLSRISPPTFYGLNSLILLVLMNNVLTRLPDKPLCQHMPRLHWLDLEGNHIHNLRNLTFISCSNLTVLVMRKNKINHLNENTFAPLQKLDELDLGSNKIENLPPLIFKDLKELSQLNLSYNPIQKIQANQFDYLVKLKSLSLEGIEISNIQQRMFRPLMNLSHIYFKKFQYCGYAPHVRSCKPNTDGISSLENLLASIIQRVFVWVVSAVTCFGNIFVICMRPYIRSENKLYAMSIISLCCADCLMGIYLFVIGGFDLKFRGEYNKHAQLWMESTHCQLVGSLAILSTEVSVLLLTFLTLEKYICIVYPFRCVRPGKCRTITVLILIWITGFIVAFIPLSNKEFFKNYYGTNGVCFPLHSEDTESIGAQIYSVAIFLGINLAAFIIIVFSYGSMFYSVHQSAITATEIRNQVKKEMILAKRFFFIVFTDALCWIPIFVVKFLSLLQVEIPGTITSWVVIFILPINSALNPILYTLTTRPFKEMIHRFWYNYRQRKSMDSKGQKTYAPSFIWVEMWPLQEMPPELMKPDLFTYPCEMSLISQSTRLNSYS
D2 antagonist: HTS Assay for Allosteric Antagonists of the Human D2 Dopamine Receptor: Primary Screen for Antagonists. D(2) dopamine receptor (Homo sapiens), P14416. HEK293 TREx D2 cells, calcium flux, dopamine EC80. inhibition, % at 10 µM. 2% of 340,000 active; in the data active = inhibition above about 30%; also: 0% is about no effect
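Inhibition of EC80 dopamine-driven calcium flux, recorded kinetically, defines activity here; cells are a tetracycline-induced HEK293 T-REx line expressing force-coupled D2.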
TRHR PAM: qHTS for Small Molecule Agonists and Allosteric Enhancers of Human TRH Receptor: Primary Screen for Enhancers. Thyrotropin-releasing hormone receptor (Homo sapiens), P34981. TRHR cells, fluo-8 calcium fluorescence, EC20 TRH enhancement. enhancement, % at 2 µM. 0.66% of 360,000 active. AID 493056, 2011; in the data active = enhancement above about 30%; also: 0% is about no effect
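Enhancer read-out: after compound pinning and an initial kinetic agonist-mode read, an EC20 of TRH (10 nM final) was injected and fluo-8 calcium signal (Ex 480/Em 530) followed at 1 s/cycle for 100 cycles in TRHR-expressing cells.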
Active calls of the source: *. Rule as the data show it, unless noted: active = activation above about 30%; inactive = the rest.

For O=C(O)c1ccccc1NC(=O)C1CCCO1 (configuration not stated) the results were D1 ag 0.3, D1 antag 15.1, D1 PAM -8.2, TRHR agonist -0.5, RXFP1 antagonist 3.3 and TRHR PAM 1.0.
For O=C(O)c1ccc(N=Nc2c(O)[nH]c3ccc(Br)cc23)cc1 the results were D1 ag 3.2, D2 ag 0.8, D1 antag 1.7, D2 PAM 6.4, D1 PAM 1.6, TRHR agonist 3.8, RXFP1 antagonist 1.6, D2 antagonist 10.9 and TRHR PAM 12.4.
For Cc1cccn2c(=O)c3cc(C(=O)NC(C)c4ccccc4)c(=N)n(CCCn4ccnc4)c3nc12 (configuration not stated) the results were D1 ag 0.9, D2 ag 0.3, D1 antag -2.6, D2 PAM 1.6, D1 PAM -2.2, TRHR agonist 0.3, RXFP1 antagonist 7.5, D2 antagonist -9.6 and TRHR PAM 4.1.
Screening Cc1ccc([N+](=O)[O-])cc1NCC(=O)NN returned D1 ag 4.6, D2 ag 2.4, D1 antag 3.7, D2 PAM 10.2, D1 PAM -11.2, TRHR agonist 0.1, RXFP1 antagonist 8.1, D2 antagonist -21.7 and TRHR PAM 3.0.
For Cc1ccc(NC(=O)CN2CCc3cc4c(cc3C2)OCCCO4)cc1 the results were D1 ag 3.0, D2 ag -1.4, D1 antag 7.0, D2 PAM -3.2, D1 PAM 0.5, TRHR agonist -0.3, RXFP1 antagonist 5.5, D2 antagonist -10.7 and TRHR PAM 0.3.
For COc1ccccc1CN1CC(C(=O)NCCc2ccccc2Cl)CCC1=O (configuration not stated) the results were D1 ag -0.4, D2 ag -0.3, D1 antag 22.2, D2 PAM 0.4, D1 PAM -6.3, TRHR agonist 0.0, RXFP1 antagonist -7.2, D2 antagonist 14.8 and TRHR PAM -0.1.
Screening CC(=O)NC(=S)NNC(=O)CCc1ccccc1 returned D1 ag 1.7, D2 ag -0.1, D1 antag -7.1, D2 PAM -1.6, D1 PAM -3.0, TRHR agonist -0.9, RXFP1 antagonist 1.7, D2 antagonist 0.5 and TRHR PAM -3.7.
`CC(C)n1nnnc1SCC(=O)NNC(=O)C1CCCCC1` gave D1 ag 3.2, D2 ag 0.6, D1 antag 26.1, D2 PAM 1.7, D1 PAM 1.4, TRHR agonist 0.2, RXFP1 antagonist 2.1, D2 antagonist 4.3 and TRHR PAM -2.1.
Screening O=C(c1cnccn1)N1CCc2c([nH]c3ccccc23)C1c1cccc(Cl)c1 (configuration not stated) returned D1 ag 2.6, D2 ag 0.5, D1 antag 9.1, D2 PAM 10.0, D1 PAM 0.6, TRHR agonist -0.2, RXFP1 antagonist -6.9, D2 antagonist -26.7 and TRHR PAM 13.8.
Screening Cc1cccc(C)c1NCC(=O)N1CCN(Cc2ccccc2)CC1 returned D1 ag 0.8, D2 ag 0.8, D1 antag -1.7, D2 PAM 10.4, D1 PAM -2.5, TRHR agonist 0.7, RXFP1 antagonist -5.5, D2 antagonist -9.2 and TRHR PAM -1.0.
For CCc1ccc(Nc2cc(=O)n(C3CCCCC3)c(=O)[nH]2)cc1 the results were D1 ag 34.3*, D2 ag 5.9, D1 antag -35.3*, D2 PAM 2.5, D1 PAM -2.9, TRHR agonist 7.0, RXFP1 antagonist -8.7, D2 antagonist -28.6 and TRHR PAM -4.6.
`CC(=O)N1CCC(c2c[nH]c3ccccc23)CC1` gave D1 ag 6.9, D2 ag -1.0, D1 antag -1.2, D2 PAM 4.7, D1 PAM -1.9, TRHR agonist 1.2, RXFP1 antagonist -10.7, D2 antagonist -1.3 and TRHR PAM -1.9.
Screening COc1ccc(C2N=C(N)N=C(N)N2c2ccccc2OC)cc1OC (configuration not stated) returned D1 ag 1.2, D2 ag -0.2, D1 antag 9.7, D2 PAM 13.4, D1 PAM -8.2, TRHR agonist 0.4, RXFP1 antagonist -4.7, D2 antagonist 16.8 and TRHR PAM -3.2.
Screening O=C(CSc1nc2ccccc2o1)NCc1n[nH]c(=O)c2ccccc12 returned D1 ag 0.6, D2 ag 0.4, D1 antag -19.8, D2 PAM -5.7, D1 PAM -3.2, TRHR agonist 0.1, RXFP1 antagonist 3.1, D2 antagonist -21.1 and TRHR PAM -3.2.
For Cc1ccc(NS(=O)(=O)c2ccc(OCC(=O)NCc3cccnc3)cc2)cc1 the results were D1 ag 5.1, D2 ag -0.5, D1 antag 5.6, D2 PAM -11.5, D1 PAM -12.8, TRHR agonist -0.3, RXFP1 antagonist -4.0, D2 antagonist 0.0 and TRHR PAM -5.7.

Grouped by structure: the entries above with a halogen.
For O=C(O)c1ccc(N=Nc2c(O)[nH]c3ccc(Br)cc23)cc1 the results were D1 ag 3.2, D2 ag 0.8, D1 antag 1.7, D2 PAM 6.4, D1 PAM 1.6, TRHR agonist 3.8, RXFP1 antagonist 1.6, D2 antagonist 10.9 and TRHR PAM 12.4.
For COc1ccccc1CN1CC(C(=O)NCCc2ccccc2Cl)CCC1=O (configuration not stated) the results were D1 ag -0.4, D2 ag -0.3, D1 antag 22.2, D2 PAM 0.4, D1 PAM -6.3, TRHR agonist 0.0, RXFP1 antagonist -7.2, D2 antagonist 14.8 and TRHR PAM -0.1.
Screening O=C(c1cnccn1)N1CCc2c([nH]c3ccccc23)C1c1cccc(Cl)c1 (configuration not stated) returned D1 ag 2.6, D2 ag 0.5, D1 antag 9.1, D2 PAM 10.0, D1 PAM 0.6, TRHR agonist -0.2, RXFP1 antagonist -6.9, D2 antagonist -26.7 and TRHR PAM 13.8.

Additional compounds
For CCOc1ccc(OCC)c(NC(=O)C2CCCN(c3ncccn3)C2)c1 (configuration not stated) the results were D1 ag 0.9, D2 ag 0.8, D1 antag -2.1, D2 PAM 5.0, D1 PAM -3.5, TRHR agonist -1.3, RXFP1 antagonist -4.3, D2 antagonist 6.6 and TRHR PAM 5.4.
Cc1ncsc1CCC(=O)N1CCCC(C(=O)c2ccc3c(c2)OCO3)C1 (configuration not stated) was read as D1 ag 5.3, D2 ag -0.3, D1 antag 1.8, D2 PAM -1.5, D1 PAM -4.9, TRHR agonist 0.0, RXFP1 antagonist 3.2, D2 antagonist 4.6 and TRHR PAM 12.5.
Screening COCCCNC(=O)CS(=O)(=O)Cc1nc(-c2ccccc2C)oc1C returned D1 ag -1.8, D2 ag 0.6, D1 antag 12.9, D2 PAM 8.9, D1 PAM 3.1, TRHR agonist -0.4, RXFP1 antagonist 4.5, D2 antagonist -14.4 and TRHR PAM 2.5.
O=C(CN(C(=O)CNS(=O)(=O)c1ccc(F)cc1)c1cccc(F)c1)NCC1CCCO1 (configuration not stated) was read as D1 ag 4.4, D2 ag -0.2, D1 antag 4.6, D2 PAM -2.5, D1 PAM -4.0, TRHR agonist -0.7, RXFP1 antagonist 0.2, D2 antagonist 3.9 and TRHR PAM -17.1.
For CCOC(=O)NC(=O)COC(=O)Cc1cc(OC)c(OC)c(OC)c1 the results were D1 ag 5.5, D2 ag 0.3, D1 antag -9.3, D2 PAM 15.5, D1 PAM -3.0, TRHR agonist -0.8, RXFP1 antagonist 1.5, D2 antagonist -14.8 and TRHR PAM 3.6.
O=C1S/C(=C/c2ccc(N3CCOCC3)o2)C(=O)N1Cc1c(F)cccc1Cl was read as D1 ag 129.1*, D2 ag 15.3, D2 PAM 18.1, D1 PAM -0.2, TRHR agonist 28.4, RXFP1 antagonist -5.2, D2 antagonist 22.1 and TRHR PAM -11.3.
For CC(NC(=O)c1ccccc1)c1nc2ccccc2n1Cc1ccc(C#N)cc1 (configuration not stated) the results were D1 ag 1.6, D2 ag -0.2, D1 antag 2.2, D2 PAM 20.7, D1 PAM 2.1, TRHR agonist 0.0, RXFP1 antagonist -0.9, D2 antagonist -4.6 and TRHR PAM 0.4.
Screening CCOC(=O)CSc1nc2ccc(NC(=O)COc3ccc(F)cc3)cc2s1 returned D1 ag 4.9, D2 ag -1.9, D1 antag 2.2, D2 PAM 4.1, D1 PAM -1.4, TRHR agonist -0.9 and TRHR PAM 0.7.
For Cn1c(CN2CCCC2)nc2cc(NC(=O)c3ccco3)ccc21 the results were D1 ag 0.0, D2 ag 0.3, D1 antag -10.1, D2 PAM -1.5, D1 PAM -5.2, TRHR agonist 0.5, RXFP1 antagonist -8.5, D2 antagonist 3.6 and TRHR PAM 55.1*.
For Cn1c(C(=O)NC2CCCCC2)cc2sccc21 the results were D1 ag -0.3, D2 ag 0.0, D1 antag 5.7, D2 PAM 15.6, D1 PAM 4.9, TRHR agonist -2.1, RXFP1 antagonist -11.1, D2 antagonist 3.4 and TRHR PAM 5.9.
For CC(C)Cc1nnc(NC(=O)CCN2C(=O)c3ccccc3C2=O)s1 the results were D1 ag 0.3, D2 ag -0.6, D1 antag 2.0, D2 PAM -2.9, D1 PAM -5.3, TRHR agonist 0.2, D2 antagonist -17.1 and TRHR PAM -0.3.
Screening O=C(CCSc1nnc(-c2ccncc2)o1)Nc1cccc(Cl)c1 returned D1 ag 12.3, D2 ag 0.3, D1 antag -17.4, D2 PAM -1.3, D1 PAM -2.9, TRHR agonist 1.2, RXFP1 antagonist -2.4, D2 antagonist 0.0 and TRHR PAM -0.6.
For CCOc1cccc(/C=C(/C#N)c2nc3ccccc3[nH]2)c1OCC(=O)O the results were D1 ag 0.8, D2 ag 0.3, D1 antag 6.4, D2 PAM 5.1, D1 PAM 1.4, TRHR agonist 0.3, RXFP1 antagonist 6.0, D2 antagonist 9.5 and TRHR PAM -1.2.
For CCn1cc(Br)c(C(=O)NCc2ccco2)n1 the results were D1 ag 0.3, D2 ag 0.3, D1 antag 7.6, D2 PAM -7.5, D1 PAM 0.9, TRHR agonist 1.8, RXFP1 antagonist -14.4, D2 antagonist -6.3 and TRHR PAM -8.5.
`COc1cc2cc(CCCOC(=O)c3ccc(F)cc3)oc(=O)c2cc1OC` gave D1 ag -1.9, D2 ag -0.6, D2 PAM 5.4, D1 PAM -1.6, TRHR agonist -0.8, D2 antagonist 5.2 and TRHR PAM 6.5.
Cc1ccc(NC2=Nc3ccccc3CS2)cc1 was read as D1 ag -0.2, D2 ag 0.2, D1 antag -6.7, D2 PAM 2.8, D1 PAM 0.8, TRHR agonist -0.1, RXFP1 antagonist -1.4, D2 antagonist -8.1 and TRHR PAM 3.3.
Screening Cn1c(C(=O)NCc2ccccc2)cc2oc3ccccc3c21 returned D1 ag 0.6, D2 ag -1.5, D1 antag -3.1, D2 PAM -10.0, D1 PAM -8.3, TRHR agonist -0.8, RXFP1 antagonist 0.5, D2 antagonist 16.2 and TRHR PAM 22.4.

Hits appear at their usual frequency; about 7.3% have a hit in one of these screens.
